Compound activity: PubChem, National Center for Advancing Translational Sciences (NCATS)
Giardia killer – Small Molecules that selectively kill Giardia lamblia: qHTS; Giardia lamblia trophozoite viability; activity change, % at 7.66 µM, hits read low; 340,000 compounds, 0.15% hits; in the data active = activity change below about -80%; inconclusive = between about -30% and that limit;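 also: parasites exposed to compound for two days anaerobically before the ATP read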
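ATP-content bioluminescence gauges trophozoite survival. Cells (100/well) receive compound and incubate anaerobically for 48 hrs at 37 deg C; detection reagent follows for 15-30 min at room temperature.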
KCNH2 3.1 block – qHTS for Inhibitors of KCHN2 3.1: Mutant qHTS; Potassium voltage-gated channel subfamily H member 2, brain isoform KCNH2 3.1 (human); 340,000 compounds, 0.95% hits; activity change, % (tested at about 1.8 µM); U2OS KCNH2 3.1, thallium flux FluxOr; stronger effect = lower value;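 active = maximum activity change below -70%; inconclusive = maximum activity change from -70% to -50%; inactive = maximum activity change above -50%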;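 also: thallium influx rate constant from kinetic fluorescence after stimulation buffer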
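Channel expression came from 3.1 mutant virus (1.77 x 10^8 /mL) applied to suspended U2OS cells for 4 h. Flux was tracked with FluxOr dye plus Red40 quencher, and kinetic rate constants normalized to controls.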
BCR signal inh – qHTS Assay to Find Inhibitors of Chronic Active B-Cell Receptor Signaling; ABC-DLBCL IkBa-CBG/CBR reporter, luminescence ratio, 4 h; Potency, µM (highest dose often 46.1 µM), inactives show top-dose ratio change, negative = lower green/red ratio, most hits filed as inhibitors; 340,000 compounds, 0.05% hits; active = well fitted inhibition curve with a large enough effect in the signal ratio, with a control signal flat, not every such curve was filed as active; inconclusive = small, poorly fitted or top-dose-only effect, or effect the other way, or a change in a side signal; the % refers to the signal ratio;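 also: potency is read from the fitted curve at half-maximal effect; plate controls were basal doxycycline-induced cells for no effect and cells given 10 µM MG132 for full effect; MG132 reads +100%, hits lower the ratio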
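TMD8 human ABC-DLBCL cells with doxycycline-inducible IκBα–green luciferase fusion and unfused red luciferase, in 0.5% FBS medium; compounds up to 46 uM, 4 h at 37C. Green/red luminescence ratio, filter-overlap corrected, fitted to concentration-response curves.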
B2AR arrestin – qHTS assay of beta-arrestin-biased ligands of beta2-adrenergic receptor. Beta-2 adrenergic receptor (Homo sapiens), P07550. beta-arrestin recruitment to beta2AR, cell-based reporter. Potency, µM (highest dose often 46.1 µM), for the others: at the top dose activation, hits mostly activators. 330,000 compounds, 0.02% hits. AID 492947, 2010;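 also: potency is read from the fitted curve at half-maximal effect; 0% = DMSO controls and full agonism = EC100 isoproterenol or metaproterenol; nearly all actives have a fitted effect of over 65% in size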
GALK inh – qHTS Assay for Inhibitors of Human Galactokinase (GALK) | P51570 | Purified GALK, Kinase-Glo residual ATP luminescence | Potency, µM (highest dose often 57.5 µM), without a hit: top-dose activity change, negative = inhibition, most hits filed as inhibitors | 270,000 compounds, 0.007% hits | AID 1868, 2009; also: potency is read from the fitted curve at half-maximal effect
Target sequence (P51570 whole entry, looked up): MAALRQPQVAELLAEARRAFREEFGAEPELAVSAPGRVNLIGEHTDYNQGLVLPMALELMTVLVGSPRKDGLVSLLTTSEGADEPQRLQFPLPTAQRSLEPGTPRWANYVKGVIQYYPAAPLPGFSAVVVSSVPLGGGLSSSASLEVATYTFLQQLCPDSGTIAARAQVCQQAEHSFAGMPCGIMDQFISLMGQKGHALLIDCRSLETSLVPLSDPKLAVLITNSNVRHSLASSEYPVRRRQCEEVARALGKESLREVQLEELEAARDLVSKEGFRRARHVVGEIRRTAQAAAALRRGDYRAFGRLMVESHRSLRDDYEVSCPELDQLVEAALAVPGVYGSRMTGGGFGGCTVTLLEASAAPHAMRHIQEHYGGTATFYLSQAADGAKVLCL
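Quantitative HTS: GALK 5 nM, ATP 35 uM, galactose 100 uM, 1 h room temperature, then luciferase-based ATP detection.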
Eya2 phos inh – qHTS Assay for Inhibitors of the Phosphatase Activity of Eya2. Protein phosphatase EYA2 (Homo sapiens), O00167. Potency, µM (top dose mostly 76.9 µM), for inactives: top-dose activity, negative = inhibition, most hits filed as inhibitors. recombinant Eya2, OMFP fluorescence dephosphorylation (OMFP is methylfluorescein phosphate). AID 488837, 2010. 330,000 compounds, 0.006% hits; also: potency is read from the fitted curve at half-maximal effect
Target sequence (O00167 whole entry, looked up): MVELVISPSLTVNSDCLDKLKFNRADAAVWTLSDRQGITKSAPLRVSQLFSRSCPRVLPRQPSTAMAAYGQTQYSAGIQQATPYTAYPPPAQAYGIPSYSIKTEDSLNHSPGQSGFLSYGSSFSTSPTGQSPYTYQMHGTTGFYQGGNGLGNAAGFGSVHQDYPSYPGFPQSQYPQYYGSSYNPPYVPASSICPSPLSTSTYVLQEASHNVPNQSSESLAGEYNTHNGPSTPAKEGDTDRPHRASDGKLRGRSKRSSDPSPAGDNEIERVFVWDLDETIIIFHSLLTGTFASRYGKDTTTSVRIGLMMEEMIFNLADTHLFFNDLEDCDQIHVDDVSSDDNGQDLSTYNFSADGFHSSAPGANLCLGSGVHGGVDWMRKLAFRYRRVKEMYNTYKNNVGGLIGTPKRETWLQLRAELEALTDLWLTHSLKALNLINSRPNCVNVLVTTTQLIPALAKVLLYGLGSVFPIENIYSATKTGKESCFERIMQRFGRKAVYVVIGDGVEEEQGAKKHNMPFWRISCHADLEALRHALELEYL
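Eya2 protein (added as 0.2 uM solution) was preincubated with compound for 10 min at ambient temperature in 50 mM HEPES pH 7.5, 50 mM NaCl, 5 uM MgCl2, 0.05% BSA, 1 mM DTT. OMFP (added at 50 uM) then reacted 10 min; fluorescence read at 485/525 nm.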
PKM2 activator – qHTS Assay for Activators of Human Muscle isoform 2 Pyruvate Kinase; 260,000 compounds, 0.34% hits; purified PKM2, Kinase-Glo ATP luminescence, activation; response scale: 0% is enzyme alone, no compound; Potency, µM (series often up to 57.5 µM), inactives show top-dose activation, usual class: activators; Pyruvate kinase PKM (Homo sapiens), P14618; also: potency is read from the fitted curve at half-maximal effect; nearly all actives have a fitted effect of over 55% in size
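Purified hPK-M2 (>95%) run at intermediate activity with 0.1 mM ADP and 0.5 mM PEP in 50 mM imidazole pH 7.2, KCl, MgCl2; 1 h room temperature. ATP formed read by Kinase-Glo luminescence; normalized to uninhibited and no-enzyme controls.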
USP2a block – qHTS Assay for Inhibitors of Ubiquitin-specific Protease USP2a Using CHOP2 as the Reporter | Ubiquitin carboxyl-terminal hydrolase 2 (Homo sapiens), O75604 | USP2 core, Ub-CHOP2 coupled fluorogenic reporter, 485/531 | Potency, µM (series often up to 38.3 µM), inactives show at the top dose activity change, negative = inhibition, actives largely listed as inhibitors | 330,000 compounds, 0.01% hits | AID 463254, 2010;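 also: potency is read from the fitted curve at half-maximal effect; plate controls were DMSO wells for no effect and full inhibition by NEM control for full effect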
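Cell-free coupled assay: 10nM USP2 core preincubated 30min RT with compound in Tris-HCl pH 8.0/CaCl2/CHAPS buffer, then 25nM Ub-CHOP2 and 25nM reporter substrate; fluorescence (Ex 485/Em 531) read after 60min RT, normalized to NEM inhibition, concentration-response curves fitted.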
uPA generation – qHTS for Inhibitors of Cell Surface uPA Generation; cell surface uPA generation assay, qHTS; AID 540303, 2011; 330,000 compounds, 0.31% hits; Potency, µM (series often up to 38.3 µM), inactives show at the top dose activity change, negative = inhibition, most hits filed as inhibitors; active = well fitted inhibition curve with a large enough effect; inconclusive = small, poorly fitted or top-dose-only effect; inactive = no such curve, though single readings can be large or run the other way; tested in mouse RAW 264.7 cells; also: potency is read from the fitted curve at half-maximal effect; nearly all actives have a fitted effect of over 55% in size
FBPA coupling cs – qHTS Assay for Inhibitors of Fructose-1,6-bisphosphate Aldolase from Giardia Lamblia: Coupling assay counterscreen; AID 2472, 2010; 290,000 compounds, 0.67% hits; coupling enzyme system counterscreen, AmpLite Red fluorescence; activity change, negative = inhibition, % at 58.2 µM, hits read low; in the data active = activity change below about -30%
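Counterscreen of the coupled detection system alone, without aldolase: glyceraldehyde-3-phosphate coupling enzymes plus AmpLite Red readout. Compounds at 57.5 uM final, 10 min RT preincubation, 20 min RT reaction, fluorescence 525/598 nm.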
hERG WT inh – qHTS for Inhibitors of KCHN2 3.1: Wildtype qHTS; 340,000 compounds, 0.37% hits; AID 720551, 2013; Voltage-gated inwardly rectifying potassium channel KCNH2 (Homo sapiens), Q12809; activity change, % at 1.84 µM; U2OS, BacMam KCNH2, thallium flux FluxOr; stronger effect = lower value;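 active = maximum activity change below -70%; inconclusive = maximum activity change between -70% and -50%; inactive = maximum activity change above -50%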
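U2OS cells were transduced with wild-type KCNH2 virus (2.03 x 10^8 / mL) for 4 h at room temperature, then cultured overnight at 37 C. Thallium flux was read with FluxOr dye. Rate constants were normalized to DMSO controls.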
* = called active by the depositor; ? = inconclusive; nt = no result given; [ ] = dose if it differs, or a comment. Unless noted, calls follow the shape of the dose curve; as a rule, active = well fitted curve in the direction sought with a large enough effect; inconclusive = small, poorly fitted or top-dose-only effect, or another doubt; inactive = no such curve, though single readings can be large; an effect the other way counts as inactive or inconclusive. Unless noted, % is scaled to controls: 0 for no effect and ±100 for the full control effect. Hits appear at their usual frequency. About 2.4% of those tested had a hit in this group.

molecule | Giardia killer | KCNH2 3.1 block | BCR signal inh | B2AR arrestin | GALK inh | Eya2 phos inh | PKM2 activator | USP2a block | uPA generation | FBPA coupling cs | hERG WT inh
Cn1c(=O)c2c(ncn2CC(O)CNc2cccc(Cl)c2)n(C)c1=O (stereo not given) | -16 | -5 | 6% | 0.1% | 8% | -27% | -1% | 1% | -1% | 1 | -1
Cc1cccc(NC2(C(F)(F)F)N=C(c3ccccc3)NC2=O)n1 (stereo not given) | 12 | 10 | 1% | -1.0% | -1% | 4% | 1% | 3% | nt | -1 | -25
COC(=O)c1c(-n2c(C)cc(C=O)c2C)sc2c1CCCC2 | 2 | -5 | ? | 1.0% | -2% | -16% | -1% | 12% | 10% | 2 | 9
CC1(C)C[C@H]2C3=CCC4[C@@]5(C)CC[C@H](O)[C@](C)(CO)C5CC[C@@]4(C)[C@]3(C)C[C@@H](O)[C@@]2(CO)[C@@H](O)[C@@H]1O (stereo not given in full) | -4 | -3 | 0% | -1.0% | nt | 9% | nt | 0% | 8% | nt | 40
O=C(O)C1CCCN1c1ncnc2c1oc1ccccc12 (stereo not given) | 4 | -7 | -1% | 0.0% | 0% | -25% | -10% | 1% | nt | -2 | -4
O=C(CN1CCC(c2nc3ccccc3s2)CC1)N1CCCCC1 | 27 | 1 | 2% | 0.4% | 14% | -8% | -1% | 3% | 8% | -1 | 10
CC(=O)Nc1ccc2nc(NC(=O)COc3ccc([N+](=O)[O-])cc3)sc2c1 | 22 | -40 | 12% | -0.6% | 13% | 5% | -7% | -1% | -1% | 4 | 15
O=[N+]([O-])c1cc(-c2n(-c3ccccn3)c3ccccc3[n+]2-c2ccccn2)ccc1Cl | -7 | 33 | ? | 0.0% | 11% | 10% | 0% | 1% | -1% | 1 | -5
Cc1cc2c(c(=O)n1Cc1cccnc1)C(Cc1ccccc1)C(C#N)=C(N)O2 (stereo not given) | 2 | 4 | -10% | 0.2% | 3% | 1% | 15% | 0% | 4% | -5 | -2
O=C(CCN1C(=O)/C(=C\C=C\c2ccccc2)SC1=S)Nc1ccccc1C(=O)O | -6 | -4 | 2% | 0.1% | 0% | 9% | 9% | 4% | -4% | nt | -12
COc1ccc(-c2cc(C(=O)N3CCOCC3)c3ccccc3n2)cc1OC | 2 | -10 | -19% | -0.3% | nt | -27% | nt | -1% | -5% | nt | -9
Cn1c(=O)cc(OCCCC(=O)N2CCN(c3ccccc3)CC2)c2ccccc21 | 27 | 5 | 0% | 0.1% | nt | -8% | -5% | 0% | -12% | 2 | 1
CC1(C)Cc2cccc(OCC(=O)NCCc3ccccc3)c2O1 | 6 | 0 | 9% | -0.6% | nt | 7% | nt | -1% | -2% | nt | -4
CCn1ccnc1CN(C)Cc1cn(-c2ccc(C)cc2)nc1-c1ccc(F)cc1 | 26 | -11 | 2% | 3.2% | 1% | -16% | 1% | -8% | -2% | -3 | 24
CCC(C)(C)NC(=O)c1ccc(Br)o1 | -19 | nt | 2% | -0.9% | 0% | -1% | -1% | 1% | 10% | 1 | -14
COc1ccc(-c2ccc(CNCCCN3CCOCC3)o2)cc1Cl | -10 | -39 | -22% | -1.0% | 3% | 5% | -1% | -1% | -6% | 2 | 6
CCn1cc(S(=O)(=O)CC(=O)Nc2cccc(C)c2)c2ccccc21 | -8 | -1 | -2% | -0.1% | 1% | 9% | 0% | -2% | -4% | 1 | -12
COc1ccc(/C=N/NC(=O)C2C(C=C(Cl)Cl)C2(C)C)c(OC)c1 (stereo not given) | 0 | -9 | -2% | 0.0% | 0% | 5% | -2% | 2% | -5% | 0 | -10
CC(=O)Nc1ccc(CN2CCc3c([nH]c4ccccc34)C2c2ccccn2)cc1 (stereo not given) | -9 | nt | ? | -0.4% | 8% | -2% | -5% | -1% | 2% | -9 | 22
Cc1ccc2nc(C)cc(OCC(=O)O)c2c1 | 11 | -7 | 4% | -0.4% | 1% | -10% | -5% | 1% | 1% | 1 | 7
COc1ccc(-c2cc3ccc(OCC(N)=O)cc3oc2=O)cc1OC | 17 | -5 | -2% | 0.0% | 6% | -6% | -2%[0.46 µM] | 1% | 12% | -1 | -6
COC(=O)c1ccccc1S(=O)(=O)N1CCC(C(=O)OCC(=O)c2ccccc2OC)CC1 | 4 | -11 | ? | -0.1% | nt | -7% | nt | -3% | -2% | nt | -9
Nc1nc2sc3c(c2cc1C(=O)N1CCOCC1)CCCC3 | -17 | 1 | 0% | -0.4% | -1% | 4% | -1% | -1% | 3% | -2 | -10
CCSC1=NCCN1S(=O)(=O)c1ccc(F)cc1 | -10 | 7 | -20% | 0.3% | 1% | 4% | 21% | -4% | -1% | -6 | -17
COc1ccc(NC2CCCN(C(=O)c3ccc4[nH]c(C)c(C)c4c3)C2)cc1OC (stereo not given) | 8 | -28 | ? | 0.0% | 1% | -5% | nt | -3% | 13% | nt | -10
CC(NC(=O)CCNC(=O)c1ccc(Br)cc1)c1ccc(S(N)(=O)=O)cc1 (stereo not given) | 31[activator] | 12 | -5% | 0.3% | nt | -30% | nt | 0% | -1% | nt | 2
COc1ccc(CCN2CC(C(=O)NCc3cnn(C(C)C)c3)CCC2=O)cc1 (stereo not given) | -2 | -9 | 7% | -1.6% | 8% | 2% | 9% | 1% | 1% | nt | -7
O=C(C1CCN(S(=O)(=O)c2cccc3cccnc23)CC1)N1CC=C(c2ccccc2)CC1 | nt | nt | -8% | -0.8% | 1% | -12% | 2% | -2% | nt | 3 | nt
CCn1c(SCC(=O)NCC2CCCO2)nc2c(c1=O)SCC2 (stereo not given) | 16 | 1 | 0% | -0.7% | 6% | -3% | -1% | -1% | -5% | nt | -40
CC(C)(C)CC(=O)Nc1ccccc1N1CCN(c2ccccc2)CC1 | -7 | -8 | 0% | 0.0% | 0% | -3% | 1% | 0% | 13% | -1 | -4

A different layout for 4 compounds above:
Each structure is followed by: Giardia killer | KCNH2 3.1 block | BCR signal inh | B2AR arrestin | GALK inh | Eya2 phos inh | PKM2 activator | USP2a block | uPA generation | FBPA coupling cs | hERG WT inh
- CC(NC(=O)CCNC(=O)c1ccc(Br)cc1)c1ccc(S(N)(=O)=O)cc1 (stereo not given)
  31[activator] | 12 | -5% | 0.3% | nt | -30% | nt | 0% | -1% | nt | 2
- COC(=O)c1ccccc1S(=O)(=O)N1CCC(C(=O)OCC(=O)c2ccccc2OC)CC1
  4 | -11 | ? | -0.1% | nt | -7% | nt | -3% | -2% | nt | -9
- O=C(O)C1CCCN1c1ncnc2c1oc1ccccc12 (stereo not given)
  4 | -7 | -1% | 0.0% | 0% | -25% | -10% | 1% | nt | -2 | -4
- Cn1c(=O)c2c(ncn2CC(O)CNc2cccc(Cl)c2)n(C)c1=O (stereo not given)
  -16 | -5 | 6% | 0.1% | 8% | -27% | -1% | 1% | -1% | 1 | -1

New compounds follow.
molecule | Giardia killer | KCNH2 3.1 block | BCR signal inh | B2AR arrestin | GALK inh | Eya2 phos inh | PKM2 activator | USP2a block | uPA generation | FBPA coupling cs | hERG WT inh
NC(=S)N/N=C/c1ccccc1OC(=O)c1cc2ccccc2oc1=O | -1 | 1 | 3% | 13µM* | 5% | 1% | -4%[0.46 µM] | -2% | -1% | -1 | -5
CC1CCN(c2nnc(NC(=O)Cn3c(=O)oc4ccccc43)s2)CC1 | 5 | -4 | ? | -0.2% | 2% | 2% | -19% | -1% | -4% | 1 | -34
Cc1ccc(SCCC(=O)NCCSCc2ccccc2C)cc1 | 8 | -11 | -3% | 3.0% | -1% | -1% | -11% | -2% | -8% | 1 | -1
O=C(C(=O)N1CCc2ccccc2C1)c1cn(CC(=O)N2CCCC2)c2ccccc12 | -6 | 1 | -16% | 4.0% | 0% | 2% | -1% | 3% | -15% | 1 | -1
